NPYLR7 agonist: mosquito NPYLR7 agonism; HEK293T NPYLR7/Galpha15, GCaMP6s calcium fluorescence; activation, % at 10 µM; 270,000 tested, 0.15% active; AID 1259423; in the data active means activation above about 40%;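 further: 0% = vehicle and 100% = reference agonist at the receptor; some compounds past the cut are filed as inactive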
mcGAS lum: blocks mouse cGAS activity; Q8C6L5; recombinant cGAS, Kinase-Glo ATP depletion luminescence; inhibition, % at 12.5 µM; 160,000 tested, 0.15% active; AID 1259399;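 further: 0% = negative control wells and 100% = reference inhibitor with no enzyme activity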
hcGAS inh: human cGAS inhibition | recombinant h-cGAS, ATP depletion, Kinase-Glo luminescence | Q8N884 | inhibition, % at 12.5 µM | 290,000 tested, 0.081% active;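 further: 0% = vehicle reaction and 100% = reaction without DNA for no activity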
Target sequence (Q8N884 whole entry, looked up): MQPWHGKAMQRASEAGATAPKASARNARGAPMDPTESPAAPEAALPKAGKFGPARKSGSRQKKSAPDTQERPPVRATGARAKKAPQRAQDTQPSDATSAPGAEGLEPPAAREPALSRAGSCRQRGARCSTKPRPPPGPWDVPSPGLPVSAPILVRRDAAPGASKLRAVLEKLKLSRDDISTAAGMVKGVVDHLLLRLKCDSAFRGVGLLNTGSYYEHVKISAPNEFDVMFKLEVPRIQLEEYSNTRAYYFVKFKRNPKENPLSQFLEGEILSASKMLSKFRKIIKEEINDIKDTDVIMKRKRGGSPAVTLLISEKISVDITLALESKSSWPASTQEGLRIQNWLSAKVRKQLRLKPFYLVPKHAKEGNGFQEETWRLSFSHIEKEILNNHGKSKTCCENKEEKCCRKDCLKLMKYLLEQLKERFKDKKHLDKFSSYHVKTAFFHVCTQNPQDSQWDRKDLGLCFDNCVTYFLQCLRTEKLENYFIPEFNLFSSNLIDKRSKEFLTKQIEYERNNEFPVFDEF
Numbers without * were called inactive; . = no result given; & = joins results of further samples. Unless noted, no stated cut-off is given here; in the data, active means inhibition above about 40%; inactive means the rest.

SMILES	NPYLR7 agonist	mcGAS lum	hcGAS inh
Cn1c(=O)c2c(-c3ccc(F)cc3)c(Nc3ccccc3)oc2n(C)c1=O	-8	-7	-7
CC1(Cc2ccc(C(F)(F)F)o2)C(=O)Nc2cc(C(F)(F)F)ccc21 (stereo not given)	4	-4	0
Cc1cc(NC(=O)CN2CC(C(=O)N3CCCCC3)Oc3ccccc32)c([N+](=O)[O-])cc1C (stereo not given)	12	-6	-7
CCCn1ncc(C(=O)NCC2(O)CCCNC2)c1C (stereo not given)	.	-6	-13
COc1cccc(CN2COc3ccc4c(c3C2)O/C(=C\c2ccncc2)C4=O)c1	66*	11	5
Cn1ccnc1CC1CCCN(C(=O)C2CC2c2ccccc2F)C1 (stereo not given)	4	.	-8
COc1ccc(-c2noc(CNCCN3CCNC3=O)n2)cc1	9	.	-8
COc1ccc(Cl)cc1S(=O)(=O)Nc1ccc(C)c(Cl)c1	2	-6	-4
CCCCN(Cc1ccco1)C(=O)c1coc2c1C(=O)CCC2	-4	.	0
O=C(c1ccc(Cn2ccnc2)o1)N1C[C@H]2CC=CC[C@H]2C1	-7	.	-5
CCSc1nc(SCC(N)=O)c2sc3c(c2n1)COC(C)(C)C3	-14	.	-5
Cc1c(CO)cccc1NC(=O)c1cccc2[nH]c(-c3ccc(N(C)C)cc3)nc12	0	.	2
Cc1ccc(Cn2nc(-c3ccco3)c3sc(C)nc3c2=O)cc1	2	-9	1
CN(C)CCCN(C(=O)CCOc1ccccc1)c1nc2c(Cl)cccc2s1	5	-5	-5
OCCC1CN(Cc2cn[nH]c2-c2cccc(F)c2)CCN1Cc1ccsc1 (stereo not given)	4&2	.	5&2
CC(C)NC(=O)CSc1nnc(SCC(=O)c2ccccc2)s1	-3	.	-3
Nc1ncnc(Nc2ccc(OCc3ccccc3)cc2)c1[N+](=O)[O-]	-2	-3	-3
Cc1ccc2cc(C3(O)CCN(C(=O)c4cncc(Cl)c4)CC3)ccc2n1	-5	.	-4
Cc1ccc(C)c(CC(=O)N2CCC(n3c(Cc4ccccc4)nc4ccccc43)CC2)c1	27	-2	-3
CC(C)C(=O)Nc1ccc(SCC(=O)NC2CCCC2)nn1	-4	.	2
Nc1ccc(F)cc1-c1ccc(F)cc1	-14	.	0
COCCn1c(=NC(=O)c2cc(C)no2)sc2cccc(F)c21	4	-5	-1
Cc1ccc(OCCN2CCC2(C)C(=O)NCc2ccc(C(F)(F)F)cc2)cc1 (stereo not given)	3	.	-8
O=C1N=c2ccc(F)cc2=C1c1sc(=S)[nH]c1O	-1	100*	15
COc1ccc(/C=C\C(=O)OCc2cc(-c3ccc4c(c3)OCO4)on2)cc1OC	-1	.	-5
Cc1ccccc1CSc1nnc(CNC(=O)COCc2ccccc2)n1-c1ccc(Cl)cc1Cl	3	-5	-3
CCCCSCSc1nc(C)cc(C)c1C#N	13	.	-9
CCCN(CCC)S(=O)(=O)c1ccc(C(=O)Nc2nnc(-c3ccccc3)s2)cc1	-2	-6	-3
CN(Cc1cnn(Cc2ccccc2)c1)CN1C(=O)C2CC=CCC2C1=O (stereo not given)	2	.	-6
O=C(CN1C(=O)c2ccccc2C1=O)Nc1nc2c(s1)CCCCC2	16	.	-3
COCCN(C(=O)c1cnc(-c2ccccc2)nc1)C(C)C(N)=O (stereo not given)	11	-16	-6
Cc1ccc(C)c(NC(=S)N2CCN(S(=O)(=O)c3cccs3)CC2)c1	5	.	-2
CCOC(=O)c1c(NC(=O)c2ccccc2)sc(C(=O)Nc2ccccc2F)c1C	-7	-4	-4
C=CCCC(O)CN(Cc1nc2scc(-c3ccccc3OC)c2c(=O)[nH]1)Cc1ccco1 (stereo not given)	2	-3	-3
Cc1ccc(Cc2nc(N3CCN(C(=O)Nc4cccc(Cl)c4Cl)CC3)c3c(-c4cccnc4)noc3n2)cc1	-1	0	4
C/C(=N\NC(=O)CSc1nnc(-c2ccccc2)n1-c1ccccc1)c1ccc([N+](=O)[O-])cc1	-8	.	-7
O=C(OC1CCSc2ccccc21)C1CCCN(C(=O)C2CC2)C1 (stereo not given)	0	.	-8
C=CCNCC1CC(c2ccc(OC)cc2)=NO1 (stereo not given)	1	.	4
COc1ccc(C(=O)C2CCCN(c3cnc4ccccc4n3)C2)cc1OC (stereo not given)	-2	-2	1
Cc1ccc2c(c1)oc(=O)n2C1CCN(C(=O)Cc2ccccc2)CC1	5	-7	-7
CCCc1cnc2c(c1SCC(=O)NCCOC)c(=O)n(C)c(=O)n2C	-7	-1	5
CC(C)SC(NC(=O)OCc1ccccc1)C(=O)N1CCC2(CC1)CC(=O)c1ccccc1O2 (stereo not given)	-6	-4	-8
CCc1cc(=O)[nH]c(-c2ccc(N3CCOCC3C)nc2)n1 (stereo not given)	0	-18	-5&-5
O=C(/C=C/c1cc(F)ccc1F)NCC1COc2ccccc2O1 (stereo not given)	-11	-4	-3
O=C(COC(=O)COc1ccc(Cl)cc1)NCCN1C(=O)SC(=Cc2ccccc2F)C1=O	-5	-4	-3
O=C1CC(c2ccccc2Br)Sc2ccccc2N1 (stereo not given)	9	.	-6
CC(C)(C)NC(=O)COC(=O)c1ccc2c(c1)S(=O)(=O)c1ccccc1C2=O	-1	.	-3
COc1ccc(NC(=O)CC(=O)N2CCN(C)C3(CCN(C)CC3)C2)cc1	-5	-8	-1
CS(=O)(=O)Nc1ccccn1	3	.	-6
CC(C)c1cc(C(C)C)n(C2CCN(C(=O)C3CCCCC3)CC2)n1	21	-5	-1
Cc1nc(C(=O)N(Cc2c(F)cccc2Cl)C2CC2)cs1	5	-18	-8
O=C(CCc1nc(-c2ccsc2)no1)NCc1cccc(Cl)c1	14	.	-11
O=C(Nc1ccc(-c2nc3cc(Cl)ccc3o2)cc1)c1cc([N+](=O)[O-])ccc1Cl	-6	-3	-4
CC(C)=CC1C(C(=O)N2CCNC(=O)C2C)C1(C)C (stereo not given)	11	.	-4
CCOC1CC(O)C12CCN(C(=O)c1cc(Cl)ccn1)CC2 (stereo not given)	10	-6	-6
O=C(NC(=S)N1CCOCC1)C12CC3CC(CC(C3)C1)C2	4	-5	-4
Cc1cc(C)n(-c2cccc(-c3nccn3CCc3cccnc3)c2)n1	18	.	-4
Cc1cccc(N=c2sc(C3=c4ccccc4=NC3=O)c(O)n2-c2cccc(C)c2)c1	1	-7	-4
Cn1ccc(Cn2nnnc2C(C)(C)C)cc1=O	10	-9	-2
C=CCNC/C=C/COc1cccc(C)c1C	-10	.	-4
Next section.
SMILES	NPYLR7 agonist	mcGAS lum	hcGAS inh
O=C(c1cc(=O)c2ccccc2o1)N1CCc2c([nH]c3ccccc23)C1c1ccccc1F (stereo not given)	-5&12	-9	10&-8
O=C(Nc1nc(-c2ccc(Cl)cc2)cs1)c1ccc2c(c1)OCO2	-6	-4	0
COc1ccccc1Oc1ccc(S(=O)(=O)Nc2ccccc2F)cc1	4	-5	0
Cc1cccc(CN2CCC3(CCCN(C(=O)COc4ccccc4)C3)C2)n1 (stereo not given)	7	-10	-2
Cc1nc(N(C)C)cc(N2CCN(C(=O)C3CCCCC3)CC2)n1	.	-6	-11
CC(C)Cn1c(CN2CCN(c3nc4ccccc4o3)CC2)cnc1S(C)(=O)=O	2	.	-5
Cc1cc(NC(=O)Cn2c3ccccc3c(=O)c3ccccc32)ccc1Br	-3	.	-7
O=C(CCCCc1ccccc1)N1CCCn2cncc2C1	26	-15	-4
COc1cc(C2(C(=O)NCC(=O)N3CCCC3)CC2)ccc1C	11	.	-17
COc1cccc(C(=O)N2C(C(=O)NC(C)c3ccccc3)COC23CCC(C)CC3)c1 (stereo not given)	3	0	7
Cc1ccc(CN2CCN(C(=O)Cn3[nH]c(=O)ccc3=O)CC2=O)cc1	7	.	-4
O=C(CNC(=O)c1ccncc1)N=Nc1c(O)[nH]c2ccc([N+](=O)[O-])cc12	0	-4	-1
COCCN1CCN(Cc2cnc(N(C)C)nc2)CC1	.	-6	-17
COc1cc(N2C(=O)C3C4C=CC(C4)C3C2=O)nc(OC)n1 (stereo not given)	20	.	11
COc1ccccc1NC(=O)Oc1c(C)cc(Cl)cc1C	-2	.	-5
CCNC(=O)C(C)NC(=O)C(Sc1ccccc1)c1ccccc1 (stereo not given)	6	.	-5
C=C(C)Cn1c(C2CC(=O)N(c3ccc(C)cc3)C2)nc2ccccc21 (stereo not given)	6	-4	-6
Cn1c(=O)c2c(ncn2CC(=O)OCC(=O)c2ccc(Cl)s2)n(C)c1=O	0	1	-3
Cc1nonc1CC(=O)N1CCCC(CNC(=O)c2ccc(F)cc2)C1 (stereo not given)	2	.	-3
CC(=O)Nc1cncc(-c2cccc(S(C)(=O)=O)c2)n1	4	.	-12
CC(C)c1nnc2sc(-c3c[nH]c4ccccc34)nn12	-3	.	-5
CCOC(=O)c1csc(NC(=O)c2ccc(S(=O)(=O)N(C)C)cc2)n1	-5	2	4
NC(=O)c1ccc(C23CC4CC(CC(C4)C2)C3)o1	4	.	-4
C=C(C)COc1cccc(C(=O)NCCc2nc(C)c3c(n2)CCCC3)c1	0	.	-3
O=C(c1cnc2ccccc2c1)N1CCN(Cc2cccc(-c3noc(-c4cccnc4)n3)c2)CC1	-7	2	1
CCCc1cnc(C)nc1-c1cccc2cnccc12	5	.	-4
CCOC(=O)C1=C(C)Nc2c(C#N)c(N3CCOCC3)nn2C1c1ccc(OC)cc1 (stereo not given)	14	-8	-11
COC(=O)c1cc(-c2c(C)nn(-c3ccccc3)c2C)n[nH]1	-2	-8	-8
O=C(O)CCC(=O)NNc1ccccc1[N+](=O)[O-]	-4	.	2
COc1ccc(N2CCN(C3CCCN(C(=O)c4ccccc4SC)C3)CC2)cc1 (stereo not given)	7	.	-10
Cc1cnn(CC(=O)Nc2cnn(-c3cccc(C(F)(F)F)c3)c2)c1	-3	-15	-8
O=C(c1ccc(Br)o1)c1c(-c2ccccc2)[nH]n(-c2ccccc2)c1=O	-7	.	2
Cc1ccc2[nH]c3c(=O)n(CCC(=O)NCCc4ccccc4)cnc3c2c1	.	-10	-7
CCn1c(N)c(C(=O)Nc2sc3c(c2C(=O)NC)CCCC3)sc1=S	9	.	2
CN(C(=O)c1ccccc1NC(=O)NC1CCC(O)CC1)C1CCCCC1 (stereo not given)	-1	-10	-6
NC(=O)NN=Cc1ccc(N2CCOCC2)s1	11	2	1
Cc1ccc(C(=O)c2coc3ccc(C)cc3c2=O)cc1	-5	-6	-4
CCOC(=O)CC1C(=O)NCCN1C(=O)CCCCCNC(=O)OCc1ccccc1 (stereo not given)	-8	-5	-8
Cc1ccc(C(=O)N=Nc2c(O)[nH]c3ccc(Br)cc23)cn1	4	-4	0
CNc1nc2c(C)cccn2c(=O)c1C=Nc1ccc(OC)cc1	-2	-1	3
COC(CNC(=O)c1sc2nc(-c3ccc(F)cc3)cn2c1C)OC	-5	0	5
CCn1ccnc1CN1CCCC(N2CCc3cc(OC)c(OC)cc3C2)C1 (stereo not given)	9&-1	.	-3&-9
CCN(CC)c1cc(COC)nc(SCc2cccc(C(=O)NCc3cccnc3)c2)n1	6	-8	-3
CCc1nnc(CN2CCCC2c2nc3ccccc3s2)o1 (stereo not given)	-3	.	-1
Cc1cc2c3c(C)n(C4CCCCC4)c(C)c3c(C)nn2c1	-9	-7	-1
CCOc1ccc(-c2ccc(=O)n(CCNS(=O)(=O)c3cccc(C(F)(F)F)c3)n2)cc1	8	-6	-6
COc1c[nH]c(C(=O)N2CCCC(CCc3ccc(F)c(F)c3)C2)cc1=O (stereo not given)	-2	.	-3
O=C(c1cccc(C(F)(F)F)c1)N1CC(=O)N(C2CCC2)CC(O)C1 (stereo not given)	2	-4	4
O=C(C1COCCO1)N1Cc2cnn(Cc3ccc(F)cc3)c2C1 (stereo not given)	5	.	-2
COc1ccc(-c2[nH]nc3c2C(c2ccncc2)C(C#N)C(=N)O3)cc1 (stereo not given)	-4	.	-8
COC(=O)CCCC(=O)N1CCCC(CCc2ccc(F)c(F)c2)C1 (stereo not given)	13	.	-4
COCCOCC(=O)N1CCC2(CC1)C(=O)NCCN2C	4	-14	-1

In the list so far, these have an NH in an aromatic ring.
SMILES	NPYLR7 agonist	mcGAS lum	hcGAS inh
Cc1c(CO)cccc1NC(=O)c1cccc2[nH]c(-c3ccc(N(C)C)cc3)nc12	0	.	2
OCCC1CN(Cc2cn[nH]c2-c2cccc(F)c2)CCN1Cc1ccsc1 (stereo not given)	4&2	.	5&2
O=C1N=c2ccc(F)cc2=C1c1sc(=S)[nH]c1O	-1	100*	15
C=CCCC(O)CN(Cc1nc2scc(-c3ccccc3OC)c2c(=O)[nH]1)Cc1ccco1 (stereo not given)	2	-3	-3
CCc1cc(=O)[nH]c(-c2ccc(N3CCOCC3C)nc2)n1 (stereo not given)	0	-18	-5&-5
O=C(c1cc(=O)c2ccccc2o1)N1CCc2c([nH]c3ccccc23)C1c1ccccc1F (stereo not given)	-5&12	-9	10&-8
Cc1ccc(CN2CCN(C(=O)Cn3[nH]c(=O)ccc3=O)CC2=O)cc1	7	.	-4
O=C(CNC(=O)c1ccncc1)N=Nc1c(O)[nH]c2ccc([N+](=O)[O-])cc12	0	-4	-1
CC(C)c1nnc2sc(-c3c[nH]c4ccccc34)nn12	-3	.	-5
COC(=O)c1cc(-c2c(C)nn(-c3ccccc3)c2C)n[nH]1	-2	-8	-8
O=C(c1ccc(Br)o1)c1c(-c2ccccc2)[nH]n(-c2ccccc2)c1=O	-7	.	2
Cc1ccc2[nH]c3c(=O)n(CCC(=O)NCCc4ccccc4)cnc3c2c1	.	-10	-7
Cc1ccc(C(=O)N=Nc2c(O)[nH]c3ccc(Br)cc23)cn1	4	-4	0
COc1c[nH]c(C(=O)N2CCCC(CCc3ccc(F)c(F)c3)C2)cc1=O (stereo not given)	-2	.	-3
COc1ccc(-c2[nH]nc3c2C(c2ccncc2)C(C#N)C(=N)O3)cc1 (stereo not given)	-4	.	-8

Screening results from PubChem.
